# Screening results deposited in PubChem BioAssay by National Center for Advancing Translational Sciences (NCATS).
# S3 lipid droplet = qHTS Assay for Lipid Storage Modulators in Drosophila S3 Cells; Drosophila S3 cells, BODIPY lipid droplet fluorescence, 18-24 h; cells fed with added oleic acid; Potency in µM for hits, for the others lipid storage change, negative = inhibition, % at the top dose, mostly 46.1 µM; 0.64% of 320,000 active; active = well fitted inhibition curve with a large enough effect in the signal ratio, with a control signal flat, not every such curve was filed as active; inconclusive = small, poorly fitted or top-dose-only effect, or effect the other way, or a change in a side signal; the % refers to the signal ratio
#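 Drosophila S3 cells loaded with oleic acid (400 uM, as added) and compounds at several concentrations; lipid droplets imaged by 488-nm laser-scanning cytometry, 500–530 nm intensity and object ratio to cell channel. Percent activity normalized to 20 uM Triacsin C.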
# S3 lipid droplet cell count max = further read-out of S3 lipid droplet, marked with its call; cell number change, %; measured here: cell count max response;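 cells counted by Cell Tracker Red CMTPX staining in the red channel; peak over a dose series mostly up to 46.1 µM; percent activity relative to internal control wells on each plate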
# * hit, by the source's call; i = inactive; ? = inconclusive; · = not tested or not shown. % is set by controls: 0 for no effect and ±100 for the full control effect; potency is the fitted concentration of half-maximal effect. An excerpt (hit frequency here may not be typical).
# Preview, two compounds:
SMILES,S3 lipid droplet,S3 lipid droplet cell count max
CC(C)(C)C1CCC(C(=O)Nc2ccc(N3CCOCC3)cc2N2CCOCC2)CC1 (centres undefined),0.0731µM*,2.8*
CCC(C)(C)NC(=O)C(c1ccc(OC)cc1)N(C(=O)CCC(=O)Nc1cc(C)on1)c1cc(OC)ccc1OC (centres undefined),?,·

# Results, from the first entry:
SMILES,S3 lipid droplet,S3 lipid droplet cell count max
CC(C)(C)C1CCC(C(=O)Nc2ccc(N3CCOCC3)cc2N2CCOCC2)CC1 (centres undefined),0.0731µM*,2.8*
CCC(C)(C)NC(=O)C(c1ccc(OC)cc1)N(C(=O)CCC(=O)Nc1cc(C)on1)c1cc(OC)ccc1OC (centres undefined),?,·
CC(C)CNC1CCS(=O)(=O)C1 (centres undefined),4.3%,-0.2
Cc1cccc(NC(=O)CN2C(=O)N/C(=C\c3ccc(N4CCOCC4)cc3)C2=O)c1,-2.9%,1.1
CCCN1C(=O)N(C)C(N(O)C(=O)NC)C1(C)C (centres undefined),?,·
O=C(C1=C[C@H](c2ccc(Br)cc2)C[C@H](OCCCCO)O1)N1CCN(Cc2ccc3c(c2)OCO3)CC1,?,·
Clc1ccc(-[n+]2c(-c3cccc(Br)c3)[nH]c3nc4ccccc4nc32)cc1,?,·
COc1ccc(CS(=O)(=O)CC(C)(O)c2ccccc2Cl)cc1 (centres undefined),i,·
CN(CCOc1ccccc1)C(=O)C1CCC(=O)N(CCc2ccc(Cl)cc2)C1 (centres undefined),?,·
Cc1ccc(C2CC(=O)C=C(Nc3ccc(Cl)cc3)C2)cc1 (centres undefined),10.7%,-1.1
O=C(NNC(=S)Nc1ccc(Br)cc1)c1ccccc1Br,i,·
O=C(CSc1nc2ccc(Nc3nc(N4CCCC4)nc(N4CCCC4)n3)cc2s1)NCc1ccco1,?,·
O=C(Nc1ccc(Cl)cc1)c1ccc2ncsc2c1,?,·
CC(OC(=O)C1CCN(c2ccc(C(F)(F)F)cn2)CC1)C(=O)Nc1cccc([N+](=O)[O-])c1 (centres undefined),?,·
Cc1cc(C)n(-c2cccc3cccnc23)n1,-5.9%,4.5
Cn1nc(C(C)(C)C)c([N+](=O)[O-])c1C(=O)Nc1cccc2ccccc12,6.9%,8.4
Cc1cc(Cl)c2ccc(Cl)cc2n1,-5.8%,11.5
O=C(CCCCO)c1ccc(O)c(Cl)c1,8.8%,·
NC(=O)c1c(NC(=O)C(=O)N2CCOCC2)sc2c1CCC2,?,·
Cc1cccc(N2C(=O)N(c3ccccc3C)C3CS(=O)(=O)CC32)c1 (centres undefined),?,·
COc1ccc(S(=O)(=O)N2CCC(C(=O)NCc3cccnc3)CC2)cc1Cl,-8.7%,-14.5
Cc1nn(Cc2c(F)c(F)c(F)c(F)c2F)c(C)c1NC(=O)c1c([N+](=O)[O-])cnn1C,?,·
Cc1ccccc1NC(=O)CC1SC(=O)N(c2ccccc2)C1=O (centres undefined),i,19.3
CC(=O)c1c(C)nc(-c2ccc(Cl)cc2)nc1N=CN(C)C,i,·
Cc1ccc(OCCOCCn2cnc3ccccc3c2=O)c([N+](=O)[O-])c1,25.6%,·
CC(Oc1ccc(Cl)cc1Cl)C(=O)Nc1ccc(OCC(=O)O)cc1 (centres undefined),6.8%,14.4
CCOC(=O)Nc1ccccc1C(=O)N1CCOCC1,0.8%,1.7
CC(=O)c1cccc(NC(=O)CSc2ccc(-c3ccco3)nn2)c1,5.1%,-7.5
Cc1cc(C)cc(N(CC(=O)N2CCC(C)CC2)S(C)(=O)=O)c1,16.8%,-3.7
CCOCCCN(Cc1ccco1)C(=O)c1cc2c(=O)[nH]c3ccc(C)cc3c2s1,?,·
CC1CCN(c2ccc(NC(=O)Cc3ccccc3)cc2)CC1,10.0%,1.3
S=C(Nc1ccccc1)Nn1cnnc1,?,·
Cc1ccc(S(=O)(=O)CCc2nc3ccccc3[nH]2)cc1,-4.4%,9.3
COc1cc(N)ccc1-c1cc2ccccc2oc1=O,-3.1%,-6.3
CC(C)NC(=O)N1CCOCCOCCN(C(=O)NC(C)C)CCOCCOCC1,?,·
O=C(NCCc1ccco1)C(=O)NCC1OCCCN1S(=O)(=O)c1ccc(Cl)cc1 (centres undefined),?,·
Cc1ccc(-n2nc(C(=O)NN)c(C)c(C#N)c2=O)cc1Cl,-9.4%,5.0
CCCNC(=O)c1ccc(N2CCC3(CC2)CC(c2ccc(Cl)cc2)=NO3)c([N+](=O)[O-])c1,?,·
COc1cc(CN(CCc2c(C)[nH]c3ccc(C)cc23)C(=S)NC(C)(C)C)cc(OC)c1OC,?,·
C=CCNC(=S)N/N=C(\C)c1cccnc1,-14.0%,-15.0
CSc1ccc(CN2CCN(C3CCCC3)C(CCO)C2)cc1 (centres undefined),-1.3%,6.8
Cc1ccc(-c2nnc(-n3nc(C)cc3C)c3ccccc23)cc1,-11.1%,-0.3
Cc1noc(/C=C/N(C)C)c1S(=O)(=O)N1CCCC(C(=O)NC2CCCCC2)C1 (centres undefined),13.2%,8.5
CCOC(=O)CCSc1nc(-c2ccc3c(c2)OCO3)cc(C(F)(F)F)c1C#N,-6.6%,-7.4
COc1cc(/C=N\NC(=O)C2CC3C=CC2C3)ccc1O (centres undefined),19.9%,·
COC(=O)CN(c1nc(C)cc(OC)n1)S(=O)(=O)c1ccccc1,22.7%,-10.1
O=C(c1cccc(Cl)c1)C1CCCN(C(=O)c2ccoc2)C1 (centres undefined),10.0%,0.6
CCOC(=O)NCCc1ccc(OC)cc1,?,·
COc1ccc(C(=O)NC2CCCc3ccccc32)cc1 (centres undefined),i,-12.6
O=C(NC1CCc2ccccc21)c1cc(COc2ccc(F)cc2Cl)on1 (centres undefined),-0.1%,·
NNc1nc2ccccc2c(=O)n1Cc1ccccc1,i,-14.6
COc1cc(-c2nnc(COc3ccc4ccccc4c3)o2)cc(OC)c1OC,12.0%,0.2
Cc1ccc(NC(=O)CC2Oc3ccc(C)cc3NC2=O)cc1 (centres undefined),?,·
CCN(CC(=O)Nc1c(F)cccc1F)C(=O)Cc1ccccc1,?,·
O=C(CCCN1C(=O)C(c2ccccc2)Oc2cccnc21)NCc1ccccc1F (centres undefined),?,·
CN1CCC(N(C)C(=O)c2ccc(Cl)c(S(=O)(=O)Nc3cc(Cl)ccc3Cl)c2)CC1,?,·
O=[N+]([O-])c1ccc(N2CCN(c3ccccc3O)CC2)c(Cl)c1,?,·
Nc1c(N2CCOCC2)cc(Cl)c2nonc12,?,·
CC12CCC(C(=O)Nc3ccccc3-n3cccc3)(CC1=O)C2(C)C (centres undefined),5.6%,1.2
CCC(C)Cn1c(C)nc2ccccc21 (centres undefined),?,·

# 5 compounds out of the list, arranged by heavy-atom count, smallest number first.
SMILES,S3 lipid droplet,S3 lipid droplet cell count max
S=C(Nc1ccccc1)Nn1cnnc1,?,·
CC(=O)c1c(C)nc(-c2ccc(Cl)cc2)nc1N=CN(C)C,i,·
O=[N+]([O-])c1ccc(N2CCN(c3ccccc3O)CC2)c(Cl)c1,?,·
Cc1ccc(-c2nnc(-n3nc(C)cc3C)c3ccccc23)cc1,-11.1%,-0.3
O=C(C1=C[C@H](c2ccc(Br)cc2)C[C@H](OCCCCO)O1)N1CCN(Cc2ccc3c(c2)OCO3)CC1,?,·

# 3 entries out of the list above, ordered by the value under S3 lipid droplet cell count max, falling.
Molecule	S3 lipid droplet cell count max
Cc1noc(/C=C/N(C)C)c1S(=O)(=O)N1CCCC(C(=O)NC2CCCCC2)C1 (centres undefined)	8.5
CSc1ccc(CN2CCN(C3CCCC3)C(CCO)C2)cc1 (centres undefined)	6.8
Cc1ccc(-c2nnc(-n3nc(C)cc3C)c3ccccc23)cc1	-0.3

# (listing goes on)
SMILES,S3 lipid droplet,S3 lipid droplet cell count max
O=C(Nc1ccc(-c2csc(-c3ccccc3)n2)cc1)c1ccccc1Cl,15.0%,-21.3
CC(Oc1ccccc1)c1ccn[nH]1 (centres undefined),?,·
COC(=O)c1cc2sccc2n1Cc1nc(-c2cccc(Cl)c2)oc1C,?,·
Cc1ccc(S(=O)(=O)N(C)Cc2ccc(C(=O)N/N=C/c3ccc(OC(F)F)cc3)cc2)cc1,?,·
O=C(c1cn[nH]c1)N1CCc2c([nH]c3ccccc23)C1c1c(F)cccc1Cl (centres undefined),8.0%,7.8
Cc1nn(-c2ccccc2)c(Cl)c1C(=O)OCC(=O)NCCc1ccc(S(N)(=O)=O)cc1,?,·
CCOC(=O)CC(=O)Nc1ccn[nH]1,?,·
c1ccc2c(c1)OCC(c1csc3ncnc(N4CCOCC4)c13)O2 (centres undefined),?,·
COc1ccc(/C(C)=N/OCC(=O)Nc2nc3ccccc3s2)cc1,?,·
CC(C)N(Cc1nc2ccccc2[nH]1)C(C)C,0.1%,15.4
CC1(C)CCc2c([nH]c3ccccc3c2=O)O1,?,·
CCCCn1c(SCC(=O)NC2CCS(=O)(=O)C2)nc2ccccc2c1=O (centres undefined),?,·
O=C(NCCc1ccccc1)Oc1ccc(Cl)cc1,?,·
O=C(c1ccc(OC2CCN(CCc3ccccc3)CC2)cc1)N1CCCCC1CCCO (centres undefined),?,·
Cc1ccc([C@@H]2C3COCC=C3C(C#N)=C(N)C2(C#N)C#N)o1 (some centres undefined),9.9%,-11.7
CC(=O)c1ccc(N2CCN(S(=O)(=O)c3ccc4ccccc4c3)CC2)cc1,?,·
CC(=O)Nc1cc(C(=O)OC(C(=O)c2ccccc2)c2ccccc2)ccc1C (centres undefined),-6.2%,14.2
CCn1c(C)nc2c1C(=O)c1ccccc1C2=O,5.6%,-3.2
CC1NC2(C(=O)N(Cc3ccccc3)c3ccccc32)C2C(=O)N(c3ccccc3)C(=O)C12 (centres undefined),i,·
COc1ccc(OC)c(CNC(=O)C2CCCN(C(=O)N(C)C)C2)c1 (centres undefined),?,·
COc1cccc(CNS(=O)(=O)c2c(C)[nH]c(C)c2C(=O)N2CCCC2)c1,i,·
c1ccc(-c2nnc(N3CCN(c4ccccc4)CC3)nc2-c2ccccc2)cc1,?,·
Cc1nnc(NC(=O)c2ccc(S(=O)(=O)N3CC(C)OC(C)C3)cc2)o1 (centres undefined),-1.0%,4.6
Cc1cc(C)c[n+](-c2nc3ccccc3nc2[N-]S(=O)(=O)c2ccc(Br)s2)c1,i,89.5
Brc1ccc(-c2ccccc2)cc1,?,·
CCCOC(=O)c1c(-c2ccc(C)cc2C)csc1NC(=O)C1C2CCC(O2)C1C(=O)O (centres undefined),?,·
COc1ccccc1/C=C/C(=O)c1c2c(c(C)[nH]c1=O)CCCC2,?,·
Cc1ccc(CS(=O)(=O)c2ncc(Cl)c(C(=O)Nc3nnc(C(C)C)s3)n2)cc1,-92.2%,-27.5
Cc1ccc(-c2nnc(SCC(=O)N/N=C/c3ccc(C(=O)O)cc3)n2C2CCCCC2)cc1,?,·
CCC(C)NC(=O)CSc1nnc(-c2ccc(Cl)cc2)n1N (centres undefined),i,·
CN(C)c1ccc(CNC2CC(C)(C)NC(C)(C)C2)cc1,?,·
COc1ccc(C2CCCN2C(=O)Nc2ccc(F)cc2)cc1OC (centres undefined),-8.6%,-9.2
COc1ccc(Cn2c(-c3ccco3)nc3c(c(=O)c4ccccc4n3C)c2=O)cc1,24.5%,-2.2
O=C(NCc1cccnc1)c1ccc(COc2ccc(Cl)cc2)cc1,3.9%,-16.6
N#Cc1c(-c2ccccc2)ccn(Cc2cccc(Cl)c2)c1=O,-3.0%,14.9
O=C1OC(NCc2cccnc2)(c2ccc(Cl)cc2)c2ccccc21 (centres undefined),?,·
CC12CCC(C(=O)Nc3cccc(NC(=O)C45CCC(C)(C(=O)O4)C5(C)C)n3)(OC1=O)C2(C)C,-0.3%,-13.0
CCc1ccccc1OCC(=O)N(CC)CC(=O)NCc1ccc(F)cc1,-7.4%,-0.7
COCC(C)NCc1ccccc1C (centres undefined),?,·
COc1cccc(Cn2cnc3c(NS(=O)(=O)c4ccc(Cl)cc4)c(C)c(C)cc32)c1,?,·
O=C(O)CCCC(=O)Nc1ccc(Cl)cc1,?,·
O=C(Nc1cccc2cccnc12)C1CCCC1,6.8%,-1.6
CCCCCCN(C(=O)CCCCCN1C(=O)NC(c2ccc(-c3ccccc3)cc2)C(C(=O)OCc2ccccc2)=C1C)C(C(=O)NCCCC)c1ccc(OCC(=O)OC)cc1 (centres undefined),?,·
CCOC(=O)C1C(c2ccc(OC)cc2)N(C)OC1(O)C(F)(F)F (centres undefined),?,·
Cc1nn(-c2ccccc2)c(Cl)c1/C=N/Nc1nncc(=O)[nH]1,?,·
CCC(C(=O)N1CCN(c2cccc(Cl)c2)CC1)c1ccccc1 (centres undefined),?,·
O=C(Nc1ccc(F)cc1)c1cccc(C(=O)Nc2ccc(F)cc2)c1,0.231µM*,22.5*
COc1ccc(CNC(=O)c2c(O)c3ccccc3n(C)c2=O)cc1,9.9%,28.2
C=CCn1c(C)cc(C(=O)COC(=O)/C=C/c2c(C)nn(C3CCS(=O)(=O)C3)c2Cl)c1C (centres undefined),?,·
COc1cc(C(=O)Sc2ccc(Cl)cc2)cc(OC)c1OC,-8.0%,-17.9
COc1ccc(NC(=O)COc2ccccc2Cl)cc1S(=O)(=O)N1CCCCC1,?,·
O=Cc1ccc(C(=O)O)cc1,11.3%,-7.7
Cc1cccnc1NC(=O)CSc1nnc(Cc2ccccc2)o1,?,·

# Compound profiles, from the list above.
# Cc1ccc(S(=O)(=O)CCc2nc3ccccc3[nH]2)cc1 is entered as S3 lipid droplet = -4.4%; S3 lipid droplet cell count max = 9.3
# CC12CCC(C(=O)Nc3cccc(NC(=O)C45CCC(C)(C(=O)O4)C5(C)C)n3)(OC1=O)C2(C)C is entered as S3 lipid droplet = -0.3%; S3 lipid droplet cell count max = -13.0
# Cc1ccccc1NC(=O)CC1SC(=O)N(c2ccccc2)C1=O (centres undefined) is entered as S3 lipid droplet = i; S3 lipid droplet cell count max = 19.3
